Lipid storage S3 – qHTS Assay for Lipid Storage Modulators in Drosophila S3 Cells; Drosophila S3 cells, BODIPY lipid droplet fluorescence, 18-24 h; cells fed with added oleic acid; lipid storage change, negative = inhibition, % at the top dose, mostly 46.1 µM; hits show Potency in µM; hit rate 0.64% among 320,000; active = well fitted inhibition curve with a large enough effect in the signal ratio, with a control signal flat, not every such curve was filed as active; inconclusive = small, poorly fitted or top-dose-only effect, or effect the other way, or a change in a side signal; the % refers to the signal ratio
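Laser-scanning cytometry quantifies lipid droplet accumulation (500–530 nm total intensity; droplet/cell object ratio) in oleic acid-fed (400 uM added) Drosophila S3 cells treated with a concentration series. 20 uM Triacsin C defined 100% inhibition.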
Lipid storage S3 cell count max – second read-out of Lipid storage S3, no call of its own (marks repeat the call); cell number change, %; measured here: cell count max response;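 cells counted by Cell Tracker Red CMTPX staining in the red channel; peak over a dose series mostly up to 46.1 µM; percent activity relative to internal control wells on each plate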
Starred values were filed as active, the others as inactive; i = inactive; u = inconclusive; x = no result given. % is set by controls: 0 for no effect and ±100 for the full control effect; potency is the fitted concentration of half-maximal effect.

SMILES | Lipid storage S3 | Lipid storage S3 cell count max
CCOc1ccccc1NC(=O)c1cc(CC(C)C)oc1C | u | x
Cc1c(C(=O)Nc2ccc3c(c2)OCCO3)oc2ccc(Br)cc12 | u | x
COc1ccc([C@H]2CC(=O)C=C(c3cc(C)ccc3OC)C2)cc1 | 16% | -6
COC(=O)c1cccc(COC(=O)c2ccccc2NC(=O)c2ccco2)c1 | u | x
COc1ccc(NC(=O)C2CCN(C(=O)c3cccs3)CC2)c(OC)c1 | -4% | 13
Cc1ccc(-n2c(C)cc(/C=N/NC(=O)CC3(C)OCCO3)c2C)cc1 | 1% | -1
CC(=O)NCCNC(=O)c1cccc(NS(=O)(=O)c2ccc3c(c2)OCCO3)c1 | u | x
COc1ccccc1C(=O)Nc1ccc(N2CCN(C(C)=O)CC2)cc1 | 17% | -5
Cc1cc(N2C(=O)C(O)=C(C(=O)c3ccco3)C2c2ccccc2F)no1 (stereo unspecified) | u | x
CCOC(=O)Nc1ccc2c(c1)N(C(=O)CCN(CC)CC)c1ccccc1CC2 | u | x
CC1C(c2ccccc2)C(C#N)(C#N)C2(C#N)C(=O)NC1(N)C2C (stereo unspecified) | u | x
N#C/C(=C\c1cn(CC(=O)O)c2ccccc12)C(=O)NCc1ccccc1 | -18% | -3
N#Cc1cnn(-c2cccc(Cl)c2)c1-n1cccc1 | 9% | x
CCCN(C(=O)c1cc(S(=O)(=O)N2CCCCC2)ccc1Cl)C1CCS(=O)(=O)C1 (stereo unspecified) | u | x
COC(=O)COC(=O)CC(CC(N)=O)c1ccccc1 (stereo unspecified) | u | x
Cn1c(NC(=O)c2ccco2)c(-c2ccccc2Cl)c(=O)c2ccccc21 | u | x
CC1(C)CC2CC(C)(CN2C(=S)Nc2ccccc2)C1 (stereo unspecified) | u | x
CCCc1cc(=O)[nH]c(SCC(=O)c2ccc3c(c2)NC(=O)CO3)n1 | 0% | -5
COc1ccc(C(=O)Oc2cccc3cccnc23)cc1[N+](=O)[O-] | 9% | 16
O=C1CCC(C(=O)OCc2c(Cl)cccc2Cl)N1 (stereo unspecified) | u | x
CCc1cc(C(=O)O)c(NC(=O)c2cc(OC)c(OC)c(OC)c2)s1 | -3% | 12
COc1cc(C2c3c([nH]c(=O)[nH]c3=O)Nc3ccc4ccccc4c32)ccc1O (stereo unspecified) | u | x
CCOc1ncccc1C(=O)OCC(=O)NC1CCCCCC1 | u | x
CC(C)c1ccc(NC2=CC(=O)CC(C)(C)C2)cc1 | u | x
CCCC(=O)N(CCN(C(=O)CCC)c1ccccc1)c1ccccc1 | 2% | 2
COc1ccc(-c2cc(C(=O)NCCN3CCOCC3)c3ccccc3n2)c(OC)c1 | u | x
COc1ccc(CC(=O)NNS(=O)(=O)c2ccccc2[N+](=O)[O-])cc1 | u | x
CC1CCCCC1N1CCN(C(=O)c2cccc(F)c2)CC1 (stereo unspecified) | i | -5
OCc1nc2c(ccc3ccccc32)[nH]1 | 20% | 6
Cc1cc(C)cc(OCC(=O)NNC(=O)c2ccoc2C)c1 | i | x

Retrieved by compound from the entries so far, three records:
SMILES | Lipid storage S3 | Lipid storage S3 cell count max
COc1ccc(C(=O)Oc2cccc3cccnc23)cc1[N+](=O)[O-] | 9% | 16
CC1CCCCC1N1CCN(C(=O)c2cccc(F)c2)CC1 (stereo unspecified) | i | -5
COc1ccc(CC(=O)NNS(=O)(=O)c2ccccc2[N+](=O)[O-])cc1 | u | x

Going on with the list:
SMILES | Lipid storage S3 | Lipid storage S3 cell count max
CC(=O)c1ccc(O)c(CO)c1 | u | x
Cc1ccc(S(=O)(=O)NCc2ccccc2)cc1C(=O)NCc1ccccn1 | -18% | -9
CCOC(=O)C1CCCN(S(=O)(=O)c2ccc(-n3cnnn3)c(C)c2)C1 (stereo unspecified) | i | -1
COc1cc(-c2nnc(COC(=O)c3cc(C)no3)o2)cc(OC)c1OC | u | x
COc1ccccc1/C=C/C=N/NC(=O)CC1C(=O)NN=C1C (stereo unspecified) | u | x
COc1ccc(-c2nonc2NC(=O)c2ccco2)cc1OC | i | x
O=C(COc1ccc2cc(Br)ccc2c1Br)N1CCOCC1 | u | x
C(=N\Nc1nc2ccccc2[nH]1)/c1ccccc1 | -24% | -29
COc1ccc(S(=O)(=O)Nc2ccc3c(c2)n(C)c(=O)n3C)cc1 | -3% | -2
Cc1ccc(NC(=O)CSc2nnnn2C)cc1S(=O)(=O)N(C)C | 18% | 4
CC1CN(c2c3c(nc4ncnn24)CCCC3)CC(C)O1 (stereo unspecified) | u | x
Cc1noc(C)c1C(=O)NCCC1=CCCCC1 | u | x
COc1ccc(CCNC(=O)C(C)n2nc(C)c3c(C)n(-c4ccc(C)cc4)nc3c2=O)c(OC)c1 (stereo unspecified) | u | x
COC(=O)c1sccc1NC(=O)COc1ccccc1Cl | 1% | -13
CCOC(=O)c1[nH]c(C)c(C(=O)Nc2ccc(C)c(Cl)c2)c1C | u | x
CCCc1cc(-c2[nH]ncc2-c2ccc(C(=O)OCC)o2)c(O)cc1O | u | x
CCC(c1nnc(SCC(=O)Nc2cc(Cl)ccc2C#N)n1C1CCCCC1)N(C)C (stereo unspecified) | u | x
Clc1ccc(-c2nc3cnccn3c2NC2CCCC2)cc1 | u | x
CCOC(=O)/C(=N\Nc1ccc(Br)cc1)N1CCN(c2ccccc2OC)CC1 | u | x
COc1ccccc1-c1nc2cc3ccccc3cc2nc1-c1ccccc1 | u | x
O=C(NC(=S)N1CCN(c2nc(-c3ccccc3)cs2)CC1)c1cncc(Br)c1 | -3% | 3
Cc1ccc(F)cc1NC(=O)CN1C(=O)NC2(CCCc3ccccc32)C1=O (stereo unspecified) | u | x
Cc1ccc(C(=O)NNC(=O)c2cccc(Br)c2)cc1 | i | 18
CC(=O)Nc1ccc2nc(CN3CCN(CC=C(C)C)C(CCO)C3)ccc2c1 (stereo unspecified) | 1% | 1
CCOC(=O)c1sc2nc(C)nc(SC(C)C(=O)N(C)c3ccccc3)c2c1C (stereo unspecified) | u | x
O=C(Cc1nc2ccccc2[nH]1)N/N=C/c1ccccc1 | u | x
CC[C@@H](C)[C@@H](C(=O)N1CCN(C(=O)OC(C)(C)C)CC1)n1cc(CCCCNC(=O)OC(C)(C)C)nn1 | u | x
O=C(CNC(=O)c1ccccc1F)OCC(=O)N1CCCc2ccccc21 | 3% | -5
CNCCOc1ccc(Cl)c(Cl)c1 | -3% | 10
NS(=O)(=O)c1ccc(CCNC(=O)CCc2nc3ccccc3s2)cc1 | i | 14

Entries from the list above that contain a COOH group (2):
SMILES | Lipid storage S3 | Lipid storage S3 cell count max
N#C/C(=C\c1cn(CC(=O)O)c2ccccc12)C(=O)NCc1ccccc1 | -18% | -3
CCc1cc(C(=O)O)c(NC(=O)c2cc(OC)c(OC)c(OC)c2)s1 | -3% | 12

Later entries
SMILES | Lipid storage S3 | Lipid storage S3 cell count max
COc1ccc(C2N=C(N)N=C(N)N2c2ccccc2OC)cc1OC (stereo unspecified) | 20% | -19
NC(=O)c1ccsc1NC(=O)COC(=O)c1ccncc1 | u | x
O=C1Nc2ccccc2/C1=C/c1ccccc1F | -3% | -15
CC(=O)Nc1ccc(-c2cc(NC(C)=O)n(-c3ccccc3)n2)cc1 | u | x
S=C(NCCc1cccc(Cl)c1)NCc1ccccc1 | u | x
Cc1cccc(N(CC(=O)NCc2ccco2)C(=O)CCC(=O)Nc2ccccn2)c1C | u | x
Cc1c(C(=O)NCC(C)(C)N2CCOCC2)oc2ccccc12 | 14% | 0
C=CCn1c(SCC(=O)N2CCOCC2)nc(O)c(Cc2ccccc2)c1=O | 5% | -8
O=C(Nc1nc2c(s1)CCCC2)c1ccc(N2C(=O)CCC2=O)cc1 | -8% | -7
COc1ccc(C(=O)Nc2ccc3ccccc3c2)cc1OC | u | x
COc1ccc(C2Nc3ccccc3C(=O)N2NC(=O)c2ccccc2)cc1OC (stereo unspecified) | 2% | -9
COc1ccc(/C=N/NS(=O)(=O)c2ccccc2)cc1OS(=O)(=O)c1ccccc1 | u | x
CCN(CC)S(=O)(=O)c1ccc(N2CCOCC2)c(NC(=O)C2CSC3(C)CCC(=O)N23)c1 (stereo unspecified) | i | -18
Cc1ccc(S(=O)(=O)N2CCN(CC(=O)N/N=C\c3cccnc3)CC2)cc1 | 13% | 12
COC(=O)CSc1nnc(CCc2nc3ccccc3[nH]2)n1C | -2% | 1

As entered above.
Reading of C=CCn1c(SCC(=O)N2CCOCC2)nc(O)c(Cc2ccccc2)c1=O under Lipid storage S3 cell count max: -8
Reading of O=C(Nc1nc2c(s1)CCCC2)c1ccc(N2C(=O)CCC2=O)cc1 under Lipid storage S3 cell count max: -7

(more compounds)
SMILES | Lipid storage S3 | Lipid storage S3 cell count max
CCOc1ccc(-c2[nH]ncc2-c2csc(C)n2)c(O)c1 | 10% | 13
CCCc1c(C(=O)N/N=C/c2cccc(OCc3ccc(F)cc3)c2)nnn1-c1nonc1N | i | -8
COc1ccc(NC(=S)Nc2ccc(F)cc2)cc1 | u | x
CCCN(CCC)C(=O)C1CCCN1S(=O)(=O)c1cccc2nsnc12 (stereo unspecified) | u | x
CC(C)=NOc1cc(NC(=O)CCl)cc([N+](=O)[O-])c1 | u | x
CCOC(=O)/C(C(=O)Nc1ccc(Cl)cc1Cl)=C1/NC(C)(C)Cc2ccccc21 | u | x
COC(=O)c1ccc(CNC(=O)C2CCC(=O)N(Cc3cccc(F)c3)C2)cc1 (stereo unspecified) | 10% | 6
O=C(COC(=O)c1ccc2c(c1)OCCO2)NCc1ccccc1 | u | x
Cc1ccc(S(=O)(=O)c2nc(Nc3nccs3)sc2Cl)cc1 | u | x
Cc1ccc(C)c(-c2cc(C(=O)Nc3sc(C)c(C)c3C(N)=O)c3ccccc3n2)c1 | u | x
CN(C)CCN1C(=O)c2oc3ccccc3c(=O)c2C1c1ccc(F)cc1 (stereo unspecified) | u | x
Cc1nn(Cc2ccc(F)cc2)c2sc(C(=O)Nc3ccccc3N3CCOCC3)cc12 | u | x
COc1ccc(C(=O)CCS(=O)(=O)c2ccc(C)cc2)cc1 | -5% | 10
O=C1N/C(=N/c2ccccn2)SC1Cc1ccccc1 (stereo unspecified) | 10% | -1
COc1ccc(C2/C(=C(/O)c3ccc4c(c3)CC(C)O4)C(=O)C(=O)N2Cc2cccnc2)cc1 (stereo unspecified) | u | x

A draw from above in order of SMILES length, falling.
SMILES | Lipid storage S3 | Lipid storage S3 cell count max
CCCc1c(C(=O)N/N=C/c2cccc(OCc3ccc(F)cc3)c2)nnn1-c1nonc1N | i | -8
COC(=O)c1ccc(CNC(=O)C2CCC(=O)N(Cc3cccc(F)c3)C2)cc1 (stereo unspecified) | 10% | 6
CCCN(CCC)C(=O)C1CCCN1S(=O)(=O)c1cccc2nsnc12 (stereo unspecified) | u | x
Cc1ccc(S(=O)(=O)c2nc(Nc3nccs3)sc2Cl)cc1 | u | x
O=C(COC(=O)c1ccc2c(c1)OCCO2)NCc1ccccc1 | u | x
O=C1N/C(=N/c2ccccn2)SC1Cc1ccccc1 (stereo unspecified) | 10% | -1
COc1ccc(NC(=S)Nc2ccc(F)cc2)cc1 | u | x

More entries:
SMILES | Lipid storage S3 | Lipid storage S3 cell count max
CCc1ccc(NC(=S)N2CCN(c3cccc(OC)c3)CC2)cc1 | 27% | 19
COc1ccc2cc(C(=O)C3CCCN(C(=O)c4cncs4)C3)ccc2c1 (stereo unspecified) | u | x
CC1=NN(C(N)=S)C(=O)C1N=Nc1cccc(Cl)c1 (stereo unspecified) | u | x
CC(C)/C=C/C(=O)N1CCCC(N2CCN(c3ccccc3F)CC2)C1 (stereo unspecified) | u | x
CCSc1nnc(NC(=O)c2c(-c3ccccc3Cl)noc2C)s1 | u | x
Cc1nnc(SCC(=O)Nc2ccc3c(c2)OCCO3)n1N | u | x
COC(=O)c1cc(S(=O)(=O)N2CCN(c3ccccc3OC)CC2)cn1C | u | x
C=CCN(C)NC(=S)Nc1ccccc1 | -3% | -8
NC(=O)NNC(=S)Nc1cccc2ccccc12 | -5% | -6
Cc1nc2ccccc2nc1OCC(=O)Nc1ccccc1 | u | x

Source: PubChem BioAssay

An excerpt; the hit share may differ from the screen's.
